ABHD5 PLIN5 PPI: ABHD5-PLIN5 protein interaction inhibition. Split G. princeps luciferase complementation, luminescence, 4 h. inhibition, % at 4 µM. Q00G26+Q8WTS1. actives 0.78% (n = 360,000). AID 602281;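 active = inhibition above the mean inhibition across every tested compound plus 3 SD, cut at about 22% in these data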;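 also: 0% = DMSO only wells and the 100% control is not disclosed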
Exocytosis inh: blocks lytic granule exocytosis; actives 0.66% (n = 360,000); inhibition, % at 10 µM; AID 651702; TALL-104 LAMP-1 surface exposure, flow cytometry; cells stimulated with thapsigargin and PMA;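 active = inhibition above about 55%, limit read from the data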
NCOA3 inh: inhibitors of human steroid receptor coactivator 3 (SRC3) | Q9Y6Q9 | HEK293 GAL4-SRC3 luciferase reporter, luminescence | inhibition, % at 3.6 µM | actives 0.17% (n = 360,000) | AID 588352;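 active = inhibition above a per-campaign cutoff, the mean of all compounds plus 3 SD, cut at about 60% in these data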;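 also: 0% = DMSO-treated cells and 100% = gossypol-treated cells at 36 µM; higher means less SRC3-driven luciferase light from the GAL4 reporter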
TLR9-MyD88 inh: TLR9-MyD88 interaction inhibition; Q9NR96+Q99836; CHO BLA complementation TLR9-MyD88, CCF4 FRET ratio; inhibition, % at 4.98 µM; actives 0.21% (n = 340,000);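 active = inhibition above the mean over all tested compounds plus 3 SD, cut at about 21% in these data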;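 also: 0% = DMSO only wells and 100% = clavulanate BLA inhibitor control wells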
COUP-TFII inh: inhibitors of human COUP-TFII (NR2F2); P24468; HEK293T NGFI-A luciferase reporter, luminescence; inhibition, % at 8.6 µM; actives 0.7% (n = 370,000);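 active = inhibition above a per-plate cutoff, mean inhibition of test wells between control levels plus 3 SD, cut at about 38% in these data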;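 also: cells cotransfected with COUP-TFII expression vector driving the NGFI-A reporter; 0% = median of COUP-TF2 test wells and 100% = reporter-only cells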
Target sequence (P24468 whole entry, looked up): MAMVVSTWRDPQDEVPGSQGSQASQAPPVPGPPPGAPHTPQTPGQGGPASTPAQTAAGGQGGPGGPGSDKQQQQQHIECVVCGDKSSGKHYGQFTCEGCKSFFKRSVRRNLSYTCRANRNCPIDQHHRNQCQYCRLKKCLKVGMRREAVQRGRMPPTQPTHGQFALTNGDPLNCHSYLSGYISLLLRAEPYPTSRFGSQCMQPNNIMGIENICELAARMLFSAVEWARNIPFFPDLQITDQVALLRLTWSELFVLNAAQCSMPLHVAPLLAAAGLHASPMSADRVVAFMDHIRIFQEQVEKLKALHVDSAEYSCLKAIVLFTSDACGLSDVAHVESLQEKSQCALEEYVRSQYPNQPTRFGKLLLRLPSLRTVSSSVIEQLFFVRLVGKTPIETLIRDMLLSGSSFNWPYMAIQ
LRH-1 inv ag: NR5A2 inverse agonism in reporter assay. HEK293T StAR-luciferase reporter, LRH-1 transfected, 24 h. actives 0.13% (n = 360,000). inhibition, % at 3.6 µM. AID 602396;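 active = inhibition above the mean inhibition of all tested compounds plus 3 SD, cut at about 73% in these data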;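 also: 0% = DMSO wells and 100% = reporter-only cells lacking LRH-1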
Target sequence (O00482 whole entry, looked up): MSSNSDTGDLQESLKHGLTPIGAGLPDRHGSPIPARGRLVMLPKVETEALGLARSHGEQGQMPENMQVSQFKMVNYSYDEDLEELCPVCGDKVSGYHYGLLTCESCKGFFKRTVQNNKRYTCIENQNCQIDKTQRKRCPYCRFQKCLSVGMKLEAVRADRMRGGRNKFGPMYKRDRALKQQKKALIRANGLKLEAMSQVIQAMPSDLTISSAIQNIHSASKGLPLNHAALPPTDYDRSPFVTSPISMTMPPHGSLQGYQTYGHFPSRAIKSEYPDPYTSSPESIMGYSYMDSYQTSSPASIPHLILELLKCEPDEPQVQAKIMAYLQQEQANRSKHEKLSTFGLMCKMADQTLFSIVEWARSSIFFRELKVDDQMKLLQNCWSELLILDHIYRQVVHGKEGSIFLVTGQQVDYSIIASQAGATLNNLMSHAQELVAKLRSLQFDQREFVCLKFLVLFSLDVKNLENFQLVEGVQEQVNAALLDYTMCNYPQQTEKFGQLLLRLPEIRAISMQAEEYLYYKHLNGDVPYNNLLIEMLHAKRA
TROY NFkB inh: inhibitors of TROY-dependent NF-kB signaling | Q293 LMP1-TROYcd NF-kB luciferase reporter, 4 h | inhibition, % at 10 µM | actives 0.98% (n = 360,000) | AID 1347056;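 active = compounds whose plate-normalised and pattern-corrected inhibition of the luciferase reporter signal at the single screening dose is 50% or more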
TWEAK-Fn14 inh: inhibitors of TWEAK-Fn14 interaction signaling; actives 2% (n = 360,000); TWEAK-stimulated Fn14 reporter cells, luciferase luminescence, 8 h; AID 1159606; inhibition, % at 10 µM; in the data active = inhibition above about 50%
NCOA2 inhibitor: human SRC2 (NCOA2) inhibition; HEK293 GAL4-SRC2 luciferase reporter, luminescence; Q15596; AID 651957; inhibition, % at 9 µM; actives 0.17% (n = 370,000);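 active = inhibition above the mean inhibition of all tested compounds plus 3 SD, set per campaign, cut at about 52% in these data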;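 also: 0% = DMSO treated cells and 100% = cells given Gossypol at 36 µM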
NOD2 RIPK2 PPI: NOD2-RIPK2 protein interaction inhibition; CHO BLA complementation NOD2-RIPK2, CCF4 ratio; inhibition, % at 4.98 µM; actives 0.38% (n = 360,000); in the data active = inhibition above about 21%;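 also: 0% = vehicle only and 100% = reference blocker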
SRC1 inh: inhibitors of human steroid receptor coactivator 1 (SRC1). Q15788. HEK293 GAL4-SRC1 luciferase reporter, luminescence. inhibition, % at 3.6 µM. actives 0.12% (n = 360,000);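 active = inhibition above the campaign mean plus 3 SD, with each screening campaign given its own cutoff, cut at about 60% in these data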;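 also: 0% = DMSO treated cells and 100% = gossypol at 36 µM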
Active calls of the source: *; x = not tested or not shown. This is a subset; count on the stated rates, not on these rows.

SMILES	ABHD5 PLIN5 PPI	Exocytosis inh	NCOA3 inh	TLR9-MyD88 inh	COUP-TFII inh	LRH-1 inv ag	TROY NFkB inh	TWEAK-Fn14 inh	NCOA2 inhibitor	NOD2 RIPK2 PPI	SRC1 inh
CN(C(=O)c1ccc(NC(=O)Cc2cccc(NC(=O)C3CCN(C(=O)C4CCCC4)CC3)c2)cc1)C1CC1	6.4	-4.3	-8.4	2.1	1.1	3.6	-9.9	5.4	-33.1	4.1	-5.4
COc1ccc(Cn2nnnc2C(c2cccs2)N2CCN(c3ccc([N+](=O)[O-])cc3)CC2)cc1 (stereo unspecified)	10.0	16.1	27.9	1.4	-3.1	16.8	11.0	5.9	-21.5	-2.7	13.0
COc1ccc(Cc2nnc(NC(=O)Nc3ccc(C)cc3)s2)cc1OC	2.9	65.1*	-35.4	-3.5	-9.9	-59.6	-46.0	-0.3	2.0	-57.4	-39.4
COc1ccccc1N1C(=O)CC(Nc2ccc(N3CCOCC3)cc2)C1=O (stereo unspecified)	-5.7	1.9	2.3	6.5	20.2	-3.6	13.4	8.6	1.0	1.8	-2.4
CCOc1ccc(OCCCC(=O)Nc2cc(S(=O)(=O)N3CCOCC3)ccc2N2CCOCC2)cc1	-7.7	1.8	-13.3	-0.8	14.8	8.6	-7.4	-21.2	2.3	-4.5	9.0
CCC1(c2ccc(F)cc2)NC(=O)N(CC(=O)N2c3ccccc3NC(=O)CC2C)C1=O (stereo unspecified)	4.8	-1.7	2.9	-3.6	4.4	3.9	16.4	-10.4	9.9	-9.7	9.8
C=CCOc1c(Br)cc(CNn2c(C)n[nH]c2=S)cc1OCC	-0.2	-0.1	17.9	6.8	0.2	-8.5	-1.6	-2.1	-11.0	-13.3	-45.4
CCOC(=O)c1[nH]c(C)c(C(=O)NC2CCN(C(=O)OCC)CC2)c1C	4.2	0.0	12.9	-3.3	18.6	-20.4	4.7	-12.9	1.2	-5.8	-1.5
Clc1ccc(SCCOCCN2CCOCC2)cc1	-6.3	3.2	12.7	-7.2	2.5	10.5	6.3	-4.0	-21.4	12.2	1.5
Cn1c(=O)c2c(nc(CN3CCN(Cc4ccccc4)CC3)n2Cc2ccc(F)cc2)n(C)c1=O	3.5	-0.7	-15.0	-6.8	12.5	-15.8	-12.3	-0.9	-1.8	5.4	-46.6
Cc1ccc(CSc2nnc(CCNC(=O)OC(C)(C)C)o2)cc1	4.5	4.5	0.4	-0.5	-2.1	-24.6	13.2	0.1	12.7	-4.1	-1.8
O=C(NCCN1CCOCC1)C1CCN(c2nc3ccccc3o2)CC1	5.9	4.3	7.8	0.3	x	4.7	-17.1	3.5	x	-8.7	2.9
N#Cc1c(SCC(=O)Nc2nccs2)sc2c(O)cc(=O)[nH]c12	2.0	-7.4	-22.6	-1.3	-15.6	-11.4	-1.6	-4.9	16.6	1.7	-12.5
O=C(Cn1ncc2c(=O)oc3ccccc3c21)NCCCN1CCCC1=O	-4.9	-3.2	0.6	-2.6	0.6	-6.6	8.2	1.5	-33.1	-6.8	-14.1
CCCCCCn1c(N2CCN(c3ccccc3)CC2)nc2c1c(=O)[nH]c(=O)n2C	1.0	5.1	9.3	2.1	0.6	-1.0	-0.8	3.2	5.9	-15.3	-3.6
CNC(=O)c1[nH]cnc1C(=O)N[C@@H](C)C(=O)OCc1ccccc1	3.8	-1.7	-8.2	-5.7	2.1	-3.0	4.2	3.7	10.1	-18.1	-18.9
CCN(C(=O)COC(=O)c1sccc1C)c1c(N)n(Cc2ccccc2)c(=O)[nH]c1=O	9.9	0.5	13.8	3.2	-12.0	4.1	4.0	-0.3	6.2	-2.9	-4.1
CC1(C)CC(=O)C2=C(C1)OC1=C(C2)C(=O)CC(C)(C)C1	-3.5	1.4	21.3	-3.9	-21.4	-1.4	-10.1	6.9	-11.4	-6.5	4.3
COc1ccccc1NC(=O)c1ccc(NC(=O)COC(=O)CC(NC(=O)c2ccccc2Cl)c2ccccc2)cc1 (stereo unspecified)	-1.5	0.9	15.4	-1.6	1.2	-20.4	-3.3	16.1	-51.0	-11.4	4.8
CC(=O)Oc1ccc(Cn2c(C)c(C(=O)NCc3cccc(C(F)(F)F)c3)sc2=O)cc1	-5.2	-1.9	18.1	x	21.8	7.0	28.8	19.3	-45.8	10.3	-4.6
Cc1cc(=O)[nH]c(N/N=C/c2ccc(Cl)c([N+](=O)[O-])c2)n1	-0.9	-3.6	4.6	-4.8	14.1	20.2	-8.2	-19.1	-14.9	-6.9	4.0
COc1ccc(/C=N/Nc2nc(=O)[nH]nc2C)cc1[N+](=O)[O-]	-4.7	-2.4	-29.2	-3.2	-2.9	-19.6	-9.7	-25.4	4.5	-1.5	-37.8
CCN(CC)CCNC(=O)C1c2cc(OC)c(OC)cc2C(=O)N2CCc3ccccc3C12 (stereo unspecified)	-3.0	2.0	18.3	3.5	17.4	-0.9	4.4	7.0	-13.6	-0.5	-6.7
COCCNC(=O)NC(=O)COC(=O)C1(c2ccc(Cl)cc2)CC1	1.9	-1.4	4.3	6.9	5.6	0.7	-7.2	-4.0	-50.3	5.2	1.4
COC(=O)c1cc(OC)c(OC)cc1NC(=S)N1CCN(C)CC1	-5.5	-0.3	18.2	-2.7	9.1	7.6	0.4	-6.0	-28.5	-2.7	-19.0

Later entries:
SMILES	ABHD5 PLIN5 PPI	Exocytosis inh	NCOA3 inh	TLR9-MyD88 inh	COUP-TFII inh	LRH-1 inv ag	TROY NFkB inh	TWEAK-Fn14 inh	NCOA2 inhibitor	NOD2 RIPK2 PPI	SRC1 inh
CCC(NC(=O)Nn1cnnc1)(C(F)(F)F)C(F)(F)F	1.2	0.5	-14.2	2.9	0.1	12.8	-6.8	-2.1	-11.5	-2.1	6.0
Cc1cccc(C(=O)OCC(=O)Nc2sccc2C(N)=O)c1C	0.8	5.9	-6.6	-9.0	-12.2	-1.2	3.6	-3.3	-21.5	-5.9	-3.7
CCOc1cc(/C=N/NC(=O)CSc2nncn2C)ccc1OCC(N)=O	7.8	-2.8	12.7	-3.6	0.5	0.9	-11.2	-10.3	-1.8	-5.0	7.9
COc1ccc(-c2cc(=O)oc3cc(OC(C)C(=O)Nc4ccc(CN5CCOCC5)cc4)ccc23)cc1 (stereo unspecified)	5.2	1.8	-1.6	4.5	8.9	6.3	18.9	-1.6	2.6	-6.0	-12.4
CSc1ncc(CN2CCc3c([nH]c4ccccc34)C2C(C)(C)C)cn1 (stereo unspecified)	-1.9	-6.9	-1.1	-10.1	1.6	13.2	7.2	10.5	-7.9	-4.7	14.3
CC(C)CN(C(=O)COC(=O)/C=C/c1cccs1)c1c(N)n(Cc2ccccc2)c(=O)[nH]c1=O	-3.8	4.9	9.8	9.2	5.9	6.1	-31.2	-2.6	-6.7	0.1	-4.5
Cc1cc(C(=O)N2CCN(C/C=C/c3ccccc3)CC2)cs1	4.3	-1.7	-1.5	3.8	x	-2.8	-16.7	-1.0	x	0.9	-8.9
Cc1ccc(NC(=O)CSCC(=O)NCc2ccco2)cc1	0.2	2.1	-15.2	2.2	0.5	15.9	-26.7	1.3	-13.7	-0.4	20.3
Cc1cccc(C)c1NC(=O)C(C1CC1)n1c(=O)c(-c2ccco2)nc2ccccc21 (stereo unspecified)	61.4*	-3.7	x	x	21.4	5.4	x	x	3.1	-3.4	x
CCN(CC)C(=O)C1=C(C)N(Cc2ccc(F)cc2)C(=O)C(CC(=O)NC2CCCCC2)C1 (stereo unspecified)	-3.1	1.9	-2.6	-3.1	-5.5	-6.7	-6.3	10.5	-14.8	-1.9	0.7
Cc1cc(C)c(C(=O)NC2CCCc3c2cnn3-c2cccc(C)c2C)o1 (stereo unspecified)	0.9	-10.9	-100.3	3.1	-21.8	-59.8	9.2	-41.6	-8.9	-18.4	-20.1
O=C(Nc1ccc2c(c1)OCCO2)c1ccc2nccnc2c1	7.9	-9.8	-67.0	-7.6	-45.0	-87.5	-32.0	70.2*	-43.0	-10.7	-87.8
N#Cc1c2c(c(-c3ccccc3Cl)[nH]c1=S)CCCC2	-5.5	1.1	22.6	-0.3	10.6	-8.6	9.8	11.6	-9.2	2.0	-60.4
COc1ccc(C(=O)N2CCN(C(=O)Cc3ccccc3)CC2)cc1	-4.0	1.3	-3.6	-10.2	6.1	-6.4	16.2	2.8	-15.6	-6.0	-4.2
O=C(CC1CCCC1)N1CCN(S(=O)(=O)c2cccc(F)c2)CC1	-1.1	-0.1	8.9	7.5	16.0	-18.1	-19.0	6.9	0.2	-9.7	-21.6
COc1ccc(/C=C2\CCC(C3CCCC3)C2=O)cc1Cn1nc(C)cc1C (stereo unspecified)	0.4	-3.3	6.5	3.7	-14.1	-49.1	-21.3	-33.1	22.1	-2.1	2.6
CCOC(=O)c1ccc(-n2c(C)nc3ccc(Br)cc3c2=O)cc1	8.6	-6.9	11.8	1.2	7.5	-7.6	13.0	-0.5	-18.0	5.4	-3.5
O=C(Cc1ccccc1[N+](=O)[O-])Nc1ccccc1C(=O)N1CCCC1	-2.2	-0.3	2.9	-3.4	2.2	-0.1	-31.2	-1.6	-16.6	-8.4	-7.4
C/C(=N/NC(=O)c1cnccn1)c1cccs1	16.0	0.8	-32.2	9.1	-38.5	-28.3	-6.0	-20.9	-25.6	-4.3	-50.8
O=C(Nc1cccc(C(=O)O)c1)/C(=C\c1ccccc1)NC(=O)c1cccc2ccccc12	5.7	-2.1	11.2	-6.0	-8.0	-16.4	-15.0	-15.6	-9.1	-12.3	-7.7
CCOc1cccc(C(=O)NC(=S)Nc2ccc(N3CCN(CC)CC3)cc2)c1	-2.3	15.2	7.4	-4.3	14.2	18.4	2.1	-6.2	11.6	-0.5	-12.2
COCCSc1ccccc1C(=O)N1CCN(Cc2ccccc2)CC1	0.8	-1.7	13.1	-2.1	15.6	2.4	17.0	-9.6	18.5	-12.3	-2.2
CCOc1cc(NC(=O)c2ccccc2C)c(OCC)cc1NC(=O)C1=Cc2ccccc2OC1	4.2	5.6	7.2	-1.0	-6.4	15.9	-27.1	-6.1	-17.6	2.6	-27.7
COc1ccc(CCN(Cc2ccccn2)C(=S)Nc2ccc(C)cc2)cc1OC	3.0	-1.9	-6.1	1.9	12.2	9.2	-12.0	-1.2	-22.2	2.0	-35.8
COc1ccc(NC(=O)CC2SC(=NCC3CCCO3)NC2=O)c([N+](=O)[O-])c1 (stereo unspecified)	0.2	4.7	14.3	-8.7	3.6	-12.8	-13.6	-8.0	-15.9	14.2	-26.9
CC1(C)CC(NC(=O)C23CCC(C)(C(=O)C2)C3(C)C)CC(C)(C)N1 (stereo unspecified)	2.5	-0.4	22.1	0.2	16.0	13.4	16.1	8.4	7.7	4.5	8.4
Cc1ccc(C(=O)N2CCc3ccccc3C2)cc1S(=O)(=O)N1CCOCC1	-0.6	0.5	-2.0	-7.7	6.4	4.4	-7.6	2.2	1.1	-6.0	-18.6
O=C(COC(=O)/C=C/c1cccc(F)c1)NC1CCCCCC1	-1.5	-1.1	-0.8	-3.9	-4.8	-7.3	2.6	-4.2	-49.9	-6.3	7.2

Compound activity deposited in PubChem BioAssay by several laboratories.
